Source: PubChem
S1P3 antagonist – blocks the human S1P3 receptor. hit rate 0.27% among 170,000. Q99500. inhibition, % at 4.98 µM. CHO S1P3 NFAT-BLA reporter, FRET fluorescence, antagonist mode;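 active = inhibition above the plate cutoff, the mean inhibition of test wells on that plate plus 3 SD, cut at about 28% in these data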;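 also: cells challenged with S1P at its EC80 of 0.8 µM; blue over green emission ratio from cleaved BLA substrate after 4 h stimulation; 0% = S1P-stimulated wells and 100% = unstimulated DMSO-only wells; some compounds past the cut are filed as inactive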
Target sequence (Q99500 whole entry, looked up): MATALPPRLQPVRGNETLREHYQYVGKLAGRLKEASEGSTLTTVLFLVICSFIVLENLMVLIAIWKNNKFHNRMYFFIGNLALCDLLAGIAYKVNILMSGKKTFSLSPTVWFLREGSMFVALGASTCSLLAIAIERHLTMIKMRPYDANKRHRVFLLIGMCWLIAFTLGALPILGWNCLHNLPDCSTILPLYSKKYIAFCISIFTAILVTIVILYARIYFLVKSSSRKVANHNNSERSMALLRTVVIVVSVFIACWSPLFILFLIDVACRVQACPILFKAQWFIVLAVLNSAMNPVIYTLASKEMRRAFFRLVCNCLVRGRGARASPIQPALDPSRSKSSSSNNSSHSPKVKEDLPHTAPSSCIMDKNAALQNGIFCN
ROMK mod – modulators of human ROMK potassium channel. B-score at 10 µM. P48048. hit rate 2% among 130,000. Tet-inducible ROMK, thallium flux fluorescence; actives lie on both sides. AID 1918;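 active = signal ratio slope over the read window, or its plate-corrected B-score, at least 3 SD from the plate mean, either direction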;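 also: B-score of the F/F0 ratio slope over 7 to 12 s after thallium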
Target sequence (P48048 whole entry, looked up): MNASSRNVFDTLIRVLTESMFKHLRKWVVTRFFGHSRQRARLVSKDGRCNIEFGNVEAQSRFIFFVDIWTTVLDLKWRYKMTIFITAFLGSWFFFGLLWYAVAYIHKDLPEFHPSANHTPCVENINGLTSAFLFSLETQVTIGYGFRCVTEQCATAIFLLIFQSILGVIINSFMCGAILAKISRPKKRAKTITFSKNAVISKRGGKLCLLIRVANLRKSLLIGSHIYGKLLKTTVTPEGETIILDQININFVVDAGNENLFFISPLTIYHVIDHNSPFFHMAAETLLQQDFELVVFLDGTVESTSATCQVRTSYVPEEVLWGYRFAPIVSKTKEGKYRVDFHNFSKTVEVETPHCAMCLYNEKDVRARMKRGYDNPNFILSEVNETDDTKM
* marks the source's active call; other numbers are inactive results.

SMILES	S1P3 antagonist	ROMK mod
COc1ccc(C(=O)CSc2n[nH]c(=O)n2Cc2ccco2)cc1	9.3	-0.293
C/C(=N\O)C(C)(C)Nc1ccc(Cl)cc1	-19.2	-1.08
COc1cc(/C=N/NC(=O)Cc2nnc(N)s2)cc(OC)c1OC	7.9	0.0858
O=[N+]([O-])c1ccc(SCCc2ccccn2)cc1	-6.4	-0.522
CC(C)Oc1c(N2CCOCC2)c(=O)c1=O	-6.7	0.441
CCOc1ccc(C(=O)N/N=C/c2c(C)[nH]c(=O)[nH]c2=O)cc1	4.1	0.327
O=C(N/N=C/c1cc([N+](=O)[O-])ccc1O)c1ccncc1	-10.3	0.363
COCCCNC(=S)Nc1cc(C)c(C)cc1C	8.5	-0.45
Cc1cccc(C(=O)N2CCN(c3ccc(N4CCOCC4)nn3)CC2)c1	8.3	0.589
O=C(CN1c2ccccc2Sc2ccccc21)NNC(=S)Nc1ccc(Cl)cc1	-5.3	0.215
CC(=O)Nc1nc(C)c(CCC2OCCO2)c(=O)[nH]1	-8.8	0.684
COc1ccc(-c2ccc(C#N)c(SCC(=O)NCc3ccco3)n2)cc1OC	2.3	0.376
Cc1ccc(-c2csc(NC(=O)C[n+]3cc(-c4ccccc4)n4c3CCC4)n2)cc1	11.7	-6.15*
COc1ccc(C(=O)n2nc(C#N)c(C#N)c2N)cc1	-6.4	-0.0465
Cc1nc2nc(SCC(=O)c3ccccc3)[nH]c2cc1Br	6.1	-0.762
CNc1nc(NC#N)nc(SC)n1	-9.7	0.00559
CN(C)/C=C(\C(=O)c1cccc(Cl)c1)c1nnnn1-c1ccccc1	-7.7	0.867
Nc1c(C(=O)O)sc2nc3c(cc12)CCCC3	9.0	1.05
N#Cc1cccnc1N1CCN(C(=O)c2ccco2)CC1	-3.1	-0.00844
O=C(c1cnn2c(C(F)F)cc(-c3ccccc3)nc12)N1CCCCC1c1cccnc1 (stereo not drawn)	-7.1	0.469
COc1ccc(OC)c(-c2cc(-c3cccnc3)nc(N)c2C#N)c1	-7.6	3.46*
Cc1ccc(C(=O)N/N=C/c2ccc(-c3cccc(Cl)c3)o2)cn1	-4.6	-0.0428
COc1ccc(Cc2nnc(N/N=C(\C)c3ccccc3)[nH]c2=O)cc1OC	-1.9	-0.39
Nc1ccc(Oc2ccccc2F)nc1	-11.2	-0.251
CCCOc1ncnc2c1[nH]c1ccc(OC)cc12	-1.1	-0.813

Part of the list above in order of length of the SMILES, highest first:
SMILES	S1P3 antagonist	ROMK mod
O=C(CN1c2ccccc2Sc2ccccc21)NNC(=S)Nc1ccc(Cl)cc1	-5.3	0.215
COc1cc(/C=N/NC(=O)Cc2nnc(N)s2)cc(OC)c1OC	7.9	0.0858
CC(C)Oc1c(N2CCOCC2)c(=O)c1=O	-6.7	0.441

Next part
SMILES	S1P3 antagonist	ROMK mod
O=C(O)c1ccccc1C1Nc2ccccc2C(=O)N1CCCN1CCOCC1 (stereo not drawn)	8.8	0.808
CCOC(=O)CSc1nnc(-c2ccc3ncccc3c2)n1C	-2.6	0.326
CCN1CCN(c2cc(C)nc(-c3ccccc3O)n2)CC1	3.2	0.784
Clc1cccc(Cl)c1Cn1nnc(N2CCCC2)n1	6.2	-0.177
CNC1(c2nnnn2-c2c(C)cccc2C)CCOC(C)(C)C1 (stereo not drawn)	-6.8	-0.0401
N#CC1CC(c2ccccc2)Nc2cc(Cl)ccc2N1 (stereo not drawn)	1.6	-0.397
CS(=O)(=O)N1CCN(C(=O)COc2ccc3ccccc3c2)CC1	1.9	-0.456
COc1ccccc1C(=O)Nc1nsc(-c2ccccc2)n1	12.7	-0.0282
COc1ccc(N2C(=O)CC(SCc3ccc(Cl)cc3)C2=O)cc1 (stereo not drawn)	-8.0	0.724
C=CCCCCCCCCC(=O)Nc1ncccn1	5.5	-0.164
COc1ccc(NC(=O)Cn2ccc3c(OC)cccc3c2=O)cc1	18.5	-0.146
Cc1ccc(NC(=O)c2c(F)cccc2Cl)cc1NS(C)(=O)=O	-10.6	0.0598
O=C(O/N=C1/CCCc2occc21)c1ccc(Cl)cc1Cl	-9.9	-0.583
Cc1ccc(N/N=C(\C#N)C(=N)N2CCCCC2)cc1	-1.1	1.27
Cc1ccc(-c2ccc(/C=N/NC(=O)c3ccccc3O)o2)cc1	-13.4	0.351
CCS(=O)(=O)Nc1cccc(-c2nc3cccnc3s2)c1	8.8	-0.643
O=C(c1ccc(-c2ccccc2)cc1)c1ccc([N+](=O)[O-])cc1	5.4	-0.496
FC(F)(F)c1cc(-c2cccs2)nc2cc(-c3cccs3)nn12	2.3	0.638
COc1ccc(C/C(C)=N/NC(=S)Nc2ccc(Cl)cc2)cc1	2.1	0.0888
CCOCCCn1c(=NC(=O)c2ccco2)c(C(=O)OCC)cc2c(=O)n3cccc(C)c3nc21	-18.2	-0.376
S=C(Sc1ccc(Cl)cc1)Sc1ccc(Cl)cc1	-2.0	0.564
COc1cc2c(cc1OC)C(c1ccc(Cl)cc1)=NCC2	9.2	1.37
O=C(Nc1ccc(Cl)cc1)Nc1ccccc1Sc1ncc([N+](=O)[O-])s1	1.9	0.839
O=C(OCCCCOC(=O)c1ccccc1)c1ccccc1	-8.3	-0.421
CCc1ccnc(NC(=O)NS(=O)(=O)c2ccc(C)cc2)c1	6.1	-0.453

In a second layout: entries from further up
| canonical_smiles | S1P3 antagonist | ROMK mod |
| --- | --- | --- |
| COc1ccc(NC(=O)Cn2ccc3c(OC)cccc3c2=O)cc1 | 18.5 | -0.146 |
| Clc1cccc(Cl)c1Cn1nnc(N2CCCC2)n1 | 6.2 | -0.177 |
| O=C(c1ccc(-c2ccccc2)cc1)c1ccc([N+](=O)[O-])cc1 | 5.4 | -0.496 |
| COc1cc2c(cc1OC)C(c1ccc(Cl)cc1)=NCC2 | 9.2 | 1.37 |
| CCS(=O)(=O)Nc1cccc(-c2nc3cccnc3s2)c1 | 8.8 | -0.643 |
| O=C(OCCCCOC(=O)c1ccccc1)c1ccccc1 | -8.3 | -0.421 |

Structural class, the entries above with a nitro group on carbon.
SMILES	S1P3 antagonist	ROMK mod
O=[N+]([O-])c1ccc(SCCc2ccccn2)cc1	-6.4	-0.522
O=C(N/N=C/c1cc([N+](=O)[O-])ccc1O)c1ccncc1	-10.3	0.363
O=C(c1ccc(-c2ccccc2)cc1)c1ccc([N+](=O)[O-])cc1	5.4	-0.496
O=C(Nc1ccc(Cl)cc1)Nc1ccccc1Sc1ncc([N+](=O)[O-])s1	1.9	0.839

(listing goes on)
SMILES	S1P3 antagonist	ROMK mod
CCOC(=O)C1=C(C)NC(C)=C(C(=O)OCC)C1c1ccco1	-9.3	-2.39
CC(=O)N(C(C)=O)c1nc(-c2ccccc2)cn1/N=C/c1ccccc1	-4.2	-0.402
CNC(=S)N/N=C/c1ccc(-c2ccc(C(=O)O)cc2)o1	-2.8	1.13
COc1ccc(CNC(=O)c2sc(=S)n(-c3ccccc3)c2N)cc1	-4.9	0.052
CCOP(=O)(OCC)C(Nc1ccccc1)c1cccnc1 (stereo not drawn)	10.2	0.11
Cc1cccc2cc(/C=N/Nc3ccc(C(=O)O)cc3)c(Cl)nc12	6.1	-1.01
COc1cccc(Nc2nc3ccc(C(=O)c4ccccc4)cc3n3cnnc23)c1	7.8	0.292
O=c1c2c3c(sc2nc(N2CCNCC2)n1CCc1ccccc1)CCCCC3	6.4	-0.413
COc1ccc2[nH]c(=S)cc(C)c2c1	-0.5	0.0143
CC(C)CNC(=O)N[C@@H](CC(C)C)C(=O)O	-3.1	-0.847
CCSc1nnc(-c2cc(Br)ccc2NC(C)=O)c(=O)[nH]1	-6.5	0.307
N/C(=N\O)c1ccc(Oc2ccccc2Cl)c([N+](=O)[O-])c1	8.1	0.0399
C(=N\Nc1ccccn1)/c1c[nH]c2ccccc12	18.9	-0.695
O=c1[nH]c(CSc2nc3ccccc3s2)nc2cc(Cl)ccc12	8.0	0.563
CCN1CCN(Cc2cc(=O)oc3ccc(C)cc23)CC1	-15.8	0.944
N#Cc1cnn2c(-c3cccc(C(F)(F)F)c3)ccnc12	-7.6	-0.114
COc1ccc(-n2c(SCC(=O)Nc3ccc(Br)cc3)nc(O)cc2=O)cc1	-15.3	-0.0651
C=CCC1(C#N)C(=S)NC(C)=C(C(=O)OCC)C1c1ccccc1 (stereo not drawn)	4.6	0.0477
CCn1c(=O)c2cc(C(=O)Nc3cccc(C(C)=O)c3)sc2c2ccccc21	3.9	0.365
NS(=O)(=O)c1cccc(NC(=O)Nc2ccccc2)c1	5.3	1.11
CC(C)(C)c1ccc(C(=O)NNc2ccc(F)cc2F)cc1	10.6	-0.852
Cc1c(NC(=S)N/C(=N/S(=O)(=O)c2ccccc2)c2ccccc2)c(=O)n(-c2ccccc2)n1C	-6.1	0.893
Cc1ccc(-c2csc(NC(=O)C3=NN(C4CCS(=O)(=O)C4)C(=O)CC3)n2)cc1 (stereo not drawn)	8.7	-0.00783
COc1cccc(-c2cc(-c3cccnc3)c(C#N)c(N)n2)c1	11.2	1.71
O=C(O)c1cccc(Cn2c(Cl)c(/C=N/NC(=O)c3cccc(O)c3)sc2=O)c1	6.6	-0.89
The results go on.
SMILES	S1P3 antagonist	ROMK mod
Cc1onc(-c2c(F)cccc2Cl)c1C(=O)Nc1ccccc1N1CCOCC1	-15.2	-0.258
N#C/C(=N\Nc1ccccc1)C(N)=S	16.0	-0.578
CC1CC(C)CN(C(=O)C2CCC(CNc3c(N4CCCCC4)c(=O)c3=O)CC2)C1 (stereo not drawn)	2.2	-0.397
CC(C)CC(=O)NC(=S)Nc1ccc(N2CCN(C(=O)c3cccs3)CC2)cc1	10.1	-1.72
C(=N\Nc1nccc(-c2cccnc2)n1)/c1ccccc1	1.9	-0.519
O=C1Nc2ccccc2C1(O)Cc1ccccn1 (stereo not drawn)	-0.5	-0.396
COc1cc(C2c3cc4c(cc3C(OC3OC5COC(c6cccs6)OC5C(O)C3O)C3COC(=O)C23)OCO4)cc(OC)c1O (stereo not drawn)	11.3	-0.509
COc1ccc(/C=N/NC(=O)c2c(C)nc3ccc(Br)cn23)cc1OC	13.2	0.436
COC(=O)Cc1[nH]c(Cl)nc1C(N)=O	-12.5	0.893
Cn1nc2c3ccccc3n(Cc3ccccc3)c2nc1=S	-12.0	-0.146
COc1ccc(OC)c2c1sc(=NC(=O)C1COc3ccccc3O1)n2C (stereo not drawn)	2.3	-0.327
CN1C(=O)NC(c2ccc(O)cc2)C2=C1CN(c1ccccc1)C2=O (stereo not drawn)	-16.4	-1.22
CC(=O)N/C(=C/c1ccc(OS(=O)(=O)c2ccc(C)cc2)cc1)C(=O)Nc1ccc(C(=O)O)cc1	-2.5	0.648
O=C(N/N=C/c1ccco1)c1cc(-c2ccc(Cl)cc2)n[nH]1	11.4	-1.41
CCc1nc(CN2CCN(c3ccc(C(F)(F)F)cn3)CC2)c(C)[nH]1	8.7	-2.3
O=C(NC1CCS(=O)(=O)C1)/C(=C\c1ccco1)NC(=O)c1ccccc1 (stereo not drawn)	-5.3	0.695
O=C(Nc1ccccc1F)c1cc2c(s1)-c1ccccc1S(=O)(=O)C2	-5.5	-0.304
O=[N+]([O-])c1cccc(-c2cc(C(F)(F)F)n3nc(-c4ccccc4)cc3n2)c1	-8.7	-0.712
N#CCCN(Cc1cccs1)C(=O)Nc1ccc(F)cc1	-7.2	0.816
COC(=O)C1=C(N)Oc2c(oc(CO)cc2=O)C1c1ccc(F)cc1 (stereo not drawn)	-11.8	-0.784
O=C(O)c1cc(NN=Nc2cccc([N+](=O)[O-])c2)cc([N+](=O)[O-])c1	-15.4	0.424
COc1cc2c(cc1OC)C(C)N(C(=O)c1c(-c3ccccc3)noc1C)CC2 (stereo not drawn)	-0.5	-0.11
Cc1ccc(-c2nnn(CC(=O)N(CCN3CCOCC3)C(C(=O)NC(C)(C)C)c3ccc(C)o3)n2)cc1 (stereo not drawn)	-7.4	0.402
CCn1c(SCC(=O)Nc2ccccc2OC)nc(O)cc1=O	0.6	-0.261
CCn1c(=O)c(=O)n(CC)c2cc(S(=O)(=O)Nc3ccc(C)cc3)ccc21	-2.7	0.0776
The list goes on:
SMILES	S1P3 antagonist	ROMK mod
CCOC(=O)/C(C#N)=C/Nc1ccccc1OC(F)(F)F	1.6	-0.0696
Cc1nn(-c2ccccc2)c(Cl)c1/C=N/NC(=O)c1ccccc1F	7.6	-0.663
Cc1ccc(NC(=O)N[C@H](C(=O)O)C(C)C)c(C)c1	1.3	-0.00286
Cc1cccc(N2CC(C(=O)O)CC2=O)c1C (stereo not drawn)	-9.7	0.184
CC(C)COP(=O)(OCC(C)C)C(O)c1ccc2c(c1)OCO2 (stereo not drawn)	-0.9	-0.434
COc1ccc(C2CC(C)=C(C#N)S(=O)(=O)C2C#N)cc1 (stereo not drawn)	-9.0	-1.14
NS(=O)(=O)c1ccc(NC(=O)CN2CCCc3ccccc32)cc1	-2.9	0.667
COc1cccc(CNC(=O)C2CCC(CNc3c(N4CCC(C)CC4)c(=O)c3=O)CC2)c1 (stereo not drawn)	1.9	-0.395
O=C(/C=C/c1ccc(F)cc1)NC(=S)NNC(=O)c1cnccn1	1.8	-0.707
Cc1cc(=S)c2ccccc2[nH]1	-17.9	-0.272
CC1CC(C)(C)n2c(O)c(N=NC(N)=S)c3cccc1c32 (stereo not drawn)	8.9	0.0161
CN(C)C(=S)Nc1ccc(Cl)cc1	-0.9	1.64
CSC(=Nc1ccccc1)Nc1ccccc1	-4.8	0.114
Cc1nc2c3c(sc2c(=O)[nH]1)NC(=O)CC3c1ccccc1Cl (stereo not drawn)	-5.5	0.0195
COc1ccc(CNC(=O)CCc2c(C)nc3cc(-c4ccccc4OC)nn3c2C)cc1	1.8	-0.378
O=C(CSc1n[nH]c(=O)n1Cc1ccco1)Nc1ccccc1Cl	-3.7	0.155
Cc1ccc2cc(/C=N/NC(=O)[C@@H]3CCCN3)c(Cl)nc2c1	5.1	-1.92

With a hit mark in ROMK mod (from the list above):
SMILES	S1P3 antagonist	ROMK mod
Cc1ccc(-c2csc(NC(=O)C[n+]3cc(-c4ccccc4)n4c3CCC4)n2)cc1	11.7	-6.15*
COc1ccc(OC)c(-c2cc(-c3cccnc3)nc(N)c2C#N)c1	-7.6	3.46*

A portion of the library (hit frequency here may not be typical).
